# Compound activity deposited in PubChem by several laboratories.
# MEKK2 WT-MEK5: modulators of MEK5 binding to wildtype MEKK2, primary screen, biochemical, multiplex bead flow cytometry, Alexa488-MEK5; binding response (% of control), % at 10 µM; 290,000 tested, 1.1% active; Mitogen-activated protein kinase kinase kinase 2 (Homo sapiens), Q9Y2U5; Alexa488-MEK5 binding to MEKK2 WT; actives lie on both sides; in the data active = binding response below about 67% or above about 130%
# SUMO HTRF inh: inhibitors of in vitro SUMOylation cascade, primary screen, biochemical, HTRF, uHTS; HTRF SUMOylation assay, SAE1/SAE2 + UBC9; inhibition, % at 35 µM; 290,000 tested, 0.36% active; AID 2006, 2009; in the data active = inhibition above about 50%, passing the limit was not always enough; also: strong numbers were not always called active
# pCIP destab: p/CIP-EGFP fusion destabilizers, primary screen, fluorescence, F442A cells | Q05BA5 | 16 h | decrease of EGFP signal, % at 10 µM | 290,000 tested, 0.01% active | AID 1984, 2009;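 active = EGFP signal decrease of at least 30% at 10 µM or well 3 SD below plate mean, unless failing retest; inactive = the rest, including hits failing retest or dose response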; also: some compounds called inactive have numbers as strong as hits; many of its hits are not listed in these tables
# Target sequence (Q05BA5 1-1403): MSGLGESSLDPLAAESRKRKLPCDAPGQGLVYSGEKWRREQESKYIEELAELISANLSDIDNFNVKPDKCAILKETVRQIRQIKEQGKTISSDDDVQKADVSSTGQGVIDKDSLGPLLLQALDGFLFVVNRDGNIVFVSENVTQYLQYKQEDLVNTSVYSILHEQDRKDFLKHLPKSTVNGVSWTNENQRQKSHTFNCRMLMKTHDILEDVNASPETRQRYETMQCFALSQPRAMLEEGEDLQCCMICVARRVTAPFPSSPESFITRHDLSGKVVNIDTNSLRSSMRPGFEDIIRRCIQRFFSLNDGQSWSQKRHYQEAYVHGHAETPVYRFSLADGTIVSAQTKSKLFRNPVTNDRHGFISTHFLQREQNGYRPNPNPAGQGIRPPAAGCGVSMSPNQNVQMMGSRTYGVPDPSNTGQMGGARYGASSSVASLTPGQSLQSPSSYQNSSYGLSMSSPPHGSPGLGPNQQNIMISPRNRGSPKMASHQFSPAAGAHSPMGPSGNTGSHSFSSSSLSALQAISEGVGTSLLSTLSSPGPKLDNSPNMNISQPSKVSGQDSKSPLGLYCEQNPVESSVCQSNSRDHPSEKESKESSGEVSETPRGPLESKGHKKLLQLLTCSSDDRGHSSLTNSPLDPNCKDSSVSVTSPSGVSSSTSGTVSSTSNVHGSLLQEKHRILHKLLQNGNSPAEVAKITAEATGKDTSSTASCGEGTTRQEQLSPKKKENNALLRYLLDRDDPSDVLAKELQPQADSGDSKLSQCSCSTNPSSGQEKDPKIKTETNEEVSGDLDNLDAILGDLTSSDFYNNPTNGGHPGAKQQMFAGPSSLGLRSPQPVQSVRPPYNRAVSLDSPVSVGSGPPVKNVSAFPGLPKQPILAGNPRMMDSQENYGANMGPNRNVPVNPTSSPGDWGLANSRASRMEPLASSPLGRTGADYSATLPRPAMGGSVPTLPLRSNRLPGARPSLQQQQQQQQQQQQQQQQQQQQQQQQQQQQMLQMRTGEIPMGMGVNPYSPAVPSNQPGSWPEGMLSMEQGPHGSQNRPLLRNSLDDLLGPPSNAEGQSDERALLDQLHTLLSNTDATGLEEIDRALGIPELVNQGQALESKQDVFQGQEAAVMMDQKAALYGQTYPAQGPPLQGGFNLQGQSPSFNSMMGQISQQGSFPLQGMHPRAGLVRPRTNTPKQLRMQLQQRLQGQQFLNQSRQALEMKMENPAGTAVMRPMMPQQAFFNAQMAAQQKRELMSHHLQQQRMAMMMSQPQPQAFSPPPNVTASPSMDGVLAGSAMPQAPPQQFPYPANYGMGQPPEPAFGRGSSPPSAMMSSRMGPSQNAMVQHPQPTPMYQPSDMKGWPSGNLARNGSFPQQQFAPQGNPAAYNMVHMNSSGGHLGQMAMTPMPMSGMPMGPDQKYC
# NALP1 inh: NALP1 inflammasome inhibitors in reconstituted yeast, colorimetric, S. cerevisiae, triplicate retest | S. cerevisiae NALP1/ASC/caspase-1 growth, X-gal OD620, 72 h | inhibition, % at 10 µM | 280,000 tested, 0.61% active; in the data active = inhibition mostly above about 24%, no sharp cut-off; inactive = mostly below about 32%; also: some compounds called inactive have numbers as strong as hits
# IDE act: human IDE activators in live cells, primary screen, fluorescence polarization, HEK cells, FAbeta-B substrate | Insulin-degrading enzyme (Homo sapiens), P14735 | FAbeta-B cleavage; 0% vehicle, 100% cell-free pure enzyme wells | activation, % at 5.96 µM | 340,000 tested, 0.073% active;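 active = activation above the mean of all tested compounds plus 3 SD, set per screening campaign, cut at about 17% in these data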
# MEKK2 mut-MEK5: MEK5 binding signal on mutant MEKK2 PB1, primary screen, biochemical, multiplex bead flow cytometry, Alexa488-MEK5. Alexa488-MEK5 binding to MEKK2 mutant. 290,000 tested, 0.35% active. percent response, % at 10 µM; in the data active = percent response above about 24%, passing the limit was not always enough; also: inactives centre near 1; some results filed as inactive read as strong as hits; reference of the scale not given here
# IDE cell inh: human IDE inhibitors in live cells, primary screen, fluorescence polarization, HEK cells, FAbetaB substrate; FAbetaB cleavage; inhibition, % at 5.59 µM; 320,000 tested, 0.41% active;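 active = percent inhibition above the average of all tested compounds plus 3 SD, set per screening campaign, cut at about 16% in these data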;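 also: IDE supplied by intact live HEK cells; FP after avidin binding of uncleaved biotin substrate so inhibition keeps polarization high; 0% = DMSO wells and 100% = 60 µM reference IDE inhibitor Ii1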
# MEKK3 PB1 HTS: modulators of MEKK3-MEK5 PB1 binding, primary screen, biochemical, wildtype MEKK3, multiplex bead flow cytometry, Alexa488-MEK5 | Mitogen-activated protein kinase kinase kinase 3 (Homo sapiens), Q99759 | bead-based flow cytometry, Alexa488-MEK5 binding to MEKK3; actives lie on both sides; 0 = blocked by unlabeled MEK5, 100 = vehicle | binding response (% of control), % at 10 µM | 290,000 tested, 1.4% active | AID 1529, 2009;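 active = binding response more than 3 SD above or below the average of its plate-row segment, actives on both sides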;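 also: Alexa488 bead fluorescence after subtracting the streptavidin-only scavenger bead signal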
# PfM18AAP inh: PfM18AAP inhibitors, malaria aminopeptidase, primary screen, biochemical, QFRET, recombinant enzyme; M18 aspartyl aminopeptidase (Plasmodium falciparum 3D7); H-Glu-NHMec fluorogenic cleavage; inhibition, % at 7.35 µM; 290,000 tested, 1.2% active; AID 1822, 2009;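 active = inhibition above the campaign mean inhibition over all tested compounds plus 3 SD, cut at about 28% in these data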;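 also: 0% = plate median of test compound wells and 100% = 2 mM ZnCl2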
# * marks the source's active call; other numbers are inactive results; . = not tested or not shown; [ ] = dose if it differs, or a comment. A portion of the library. The share of hits here may be higher or lower than overall.
(1) CC(C)CNC(=S)N(CCN(C)C)Cc1cc2cc3c(cc2[nH]c1=O)OCO3
(2) CCC1(c2ccccc2)NC(=O)N(Cc2ccc(C(=O)OC)cc2)C1=O (stereo unspecified)
(3) Cc1ccc(CNC(=O)C2COc3ccccc3O2)cc1 (stereo unspecified)
(4) COC(=O)Cc1ccc(NC(=S)N2CCN(c3ccccn3)CC2)cc1
(5) Cc1ccc(CN2C(=O)c3ccccc3C2C(=O)NCC2CCCO2)cc1 (stereo unspecified)
(6) Cc1cccc(C)c1N(CC(=O)NCc1ccc(F)cc1)C(=O)c1csnn1
(7) Cc1cccnc1NC(=O)c1c(O)c2cccc3c2n(c1=O)CCC3
(8) COc1cc(S(=O)(=O)n2ccc(C)n2)ccc1Cl
(9) COc1ccc(C(=O)N2CCCC(N3CCN(c4ccccc4OC)CC3)C2)c(OC)n1 (stereo unspecified)
(10) O=[N+]([O-])c1cccc(/C=N/N2CCN(Cc3ccccc3)CC2)c1
assay / entry	1	2	3	4	5	6	7	8	9	10
MEKK2 WT-MEK5	116	119	108	112	99	97	90	102	103	102
SUMO HTRF inh	16	-1	10	21	12	2	40	9	16	-3
pCIP destab	-8	-5	-7	-87	-9	-8	-15	-12	5	18
NALP1 inh	18	27	8	-16	6	-6	-9	15	4	-2
IDE act	3	-3	1	-1	5	2	-1	2	4	-4
MEKK2 mut-MEK5	16	23	3	5	5	5	-12	2	-2	-1
IDE cell inh	0	1	4	6	1	-4	4	8	9	2
MEKK3 PB1 HTS	111	104	102	113	101	101	82	104	101	104
PfM18AAP inh	-2	3	2	-2	-7	2	4	-1	0	-1

(11) COC(=O)c1sc(N(C)C)c(C#N)c1-c1ccccc1
(12) CCCc1nc(SCC(=O)Nc2nc3c(s2)CCCC3)c2ccccc2n1
(13) Cc1cccc(CCNc2nc3ccc(C)cc3n3cnnc23)c1
(14) Nc1c(NC(=O)CC[n+]2ccccc2)cccc1[N+](=O)[O-]
(15) O=C(CSc1nc(C2CCCCC2)nc2ccccc12)N1CCCC1
(16) CCOC(=O)c1coc(CNC(=O)c2c(C)oc3c2CCCC3)c1
(17) CCOc1ccc(/C=N/NC(=O)CSc2n[nH]c(=O)[nH]c2=O)cc1OC
(18) Cc1cc(Nc2ccc(N(C)C)cc2)n2ncnc2n1
(19) COc1ccc(CCNS(=O)(=O)c2ccc(OC)cc2)cc1
(20) CCOc1cc(/C=N/Nc2cccc(C(=O)O)c2)ccc1OC(=O)c1ccccc1
assay / entry	11	12	13	14	15	16	17	18	19	20
MEKK2 WT-MEK5	98	103	99	102	85	104	101	105	97	92
SUMO HTRF inh	-1	8	2	8	9	20	-2	-8	10	10
pCIP destab	-1	-4	-22	4	-8	-2	7	4	-8	19
NALP1 inh	3	7	-7	6	1	13	-12	-4	-3	-7
IDE act	.	-11	1	-1	5	2	0	2	-2	5
MEKK2 mut-MEK5	0	2	4	2	-5	5	-1	4	1	-8
IDE cell inh	-2	6	4	-3	7	8	-2	3	7	.
MEKK3 PB1 HTS	100	101	100	100	77	103	104	100	98	101
PfM18AAP inh	6	6	-12	-11	-2	4	0	0	-2	-1

(21) Cc1noc(C)c1S(=O)(=O)N1CCC(C(=O)N2CCN(c3ccc(F)cc3)CC2)CC1
(22) Cc1cn(COC/C=C/c2ccccc2)c(=O)[nH]c1=O
(23) O=C(Nc1ccc(Cl)cc1)OCc1ccccn1
(24) CC(C)=CC(=O)OCC(=O)Nc1ccc(F)cc1Cl
(25) C=CCOc1ccc2ccccc2c1CNc1ncn[nH]1
(26) Cc1ccc2nc(NC(=O)c3ccc4c(c3)OCO4)sc2c1
(27) CC(C)Cc1cc(C(=O)N2CCN(c3ccc(F)cc3)CC2)no1
(28) S=c1[nH]nc(C2CCCCC2)n1/N=C/c1cccc(Cl)c1Cl
(29) CCCN1CCN(CCCNC(=O)C2CCN(c3nnc(-n4c(C)ccc4C)s3)CC2)CC1
(30) CCOc1ccc(S(=O)(=O)N(CC)CC(=O)NCc2ccncc2)cc1
assay / entry	21	22	23	24	25	26	27	28	29	30
MEKK2 WT-MEK5	115	-7.0*[inhibitor]	106	.	101	99	104	92	109	100
SUMO HTRF inh	9	-8	-22	14	28	4	-16	-1	1	17
pCIP destab	-6	-7	-2	-4	-6	6	2	7	8	-19
NALP1 inh	-20	-3	-72	6	20	3	31	-6	33	21
IDE act	.	-3	1	0	2	-4	-1	-2	-6	-2
MEKK2 mut-MEK5	4	-39	0	.	-1	1	7	-2	3	-3
IDE cell inh	15	4	0	-3	3	4	7	.	3	3
MEKK3 PB1 HTS	111	-2.0*[inhibitor]	109	.	101	98	104	95	100	101
PfM18AAP inh	-5	-3	7	-2	7	0	1	1	0	-1

# Some of these compounds in order of the NALP1 inh value, lowest first.
(23) O=C(Nc1ccc(Cl)cc1)OCc1ccccn1
(28) S=c1[nH]nc(C2CCCCC2)n1/N=C/c1cccc(Cl)c1Cl
(22) Cc1cn(COC/C=C/c2ccccc2)c(=O)[nH]c1=O
(26) Cc1ccc2nc(NC(=O)c3ccc4c(c3)OCO4)sc2c1
(24) CC(C)=CC(=O)OCC(=O)Nc1ccc(F)cc1Cl
(30) CCOc1ccc(S(=O)(=O)N(CC)CC(=O)NCc2ccncc2)cc1
(29) CCCN1CCN(CCCNC(=O)C2CCN(c3nnc(-n4c(C)ccc4C)s3)CC2)CC1
assay / entry	23	28	22	26	24	30	29
MEKK2 WT-MEK5	106	92	-7.0*[inhibitor]	99	.	100	109
SUMO HTRF inh	-22	-1	-8	4	14	17	1
pCIP destab	-2	7	-7	6	-4	-19	8
NALP1 inh	-72	-6	-3	3	6	21	33
IDE act	1	-2	-3	-4	0	-2	-6
MEKK2 mut-MEK5	0	-2	-39	1	.	-3	3
IDE cell inh	0	.	4	4	-3	3	3
MEKK3 PB1 HTS	109	95	-2.0*[inhibitor]	98	.	101	100
PfM18AAP inh	7	1	-3	0	-2	-1	0

# New compounds follow.
(31) CCOc1cc(C2C3=C(CCCC3=O)NC3=C2C(=O)CCC3)ccc1OCCO
(32) CC1CCCCN1C(=O)CSc1nc(C2CC2)nc2c1cnn2-c1ccccc1 (stereo unspecified)
(33) COC(=O)CSc1nc2cc(Cl)ccc2c(=O)n1C1CCCC1
(34) Cc1cc(=O)oc2cc(OCC(=O)N3CC[C@@]4(O)CCCC[C@H]4C3)c(Cl)cc12
(35) O=C(Nc1nc2ccccc2[nH]1)c1ccc(Cl)c(S(=O)(=O)N2CCCC2)c1
(36) C1CCCN(c2nc3nonc3nc2N2CCCCCC2)CC1
(37) COc1ccc(S(=O)(=O)NCC(c2cccnc2)N2CCN(c3ccccc3OC)CC2)cc1C (stereo unspecified)
(38) Cc1ccc(S(=O)(=O)Nc2nc(C)cc(N/N=C/c3ccc(O)cc3)n2)cc1
(39) CN(CCC1CCOCC1)C(=O)CC1C(=O)NCCN1Cc1c(F)cccc1Cl (stereo unspecified)
(40) Cc1ccc(N/N=C2/CCCNC2=O)cc1
assay / entry	31	32	33	34	35	36	37	38	39	40
MEKK2 WT-MEK5	101	87	104	100	98	97	108	119	96	111
SUMO HTRF inh	1	-18	7	10	4	2	-3	9	7	9
pCIP destab	-16	8	2	-1	-3	-19	-6	2	-5	-7
NALP1 inh	1	7	13	6	-5	6	2	28	6	6
IDE act	3	5	1	-2	-6	3	2	4	3	1
MEKK2 mut-MEK5	0	-12	2	-1	3	-4	0	15	2	5
IDE cell inh	2	2	0	5	4	-9	.	-2	5	-3
MEKK3 PB1 HTS	101	84	103	98	104	99	96	106	96	111
PfM18AAP inh	-1	17	3	0	-5	1	4	19	4	-6

(41) Cc1cccc(OCC2=NS(=O)(=O)c3ccccc3N2)c1
(42) CN(C)/C=C1/Oc2c(ccc3ccccc23)C1=O
(43) COc1cc(/C=N\NC(=O)CNC(=O)C2COc3ccccc3O2)ccc1O (stereo unspecified)
(44) CCN(CC)C(=O)COc1ccc(C=O)cc1OC
(45) COc1ccc(N2C(S)=C(C#N)C(=O)NC2c2ccco2)cc1 (stereo unspecified)
(46) O=C(O)CCn1c(C2CCCCC2)nc2ccccc21
(47) COC(=O)c1cc(OCC(=O)NC2CCCc3ccccc32)cc(C(=O)OC)c1 (stereo unspecified)
(48) COc1ccc(Cl)cc1NC(=O)[C@@]1(CC(=O)O)CC(/C=C/c2ccccc2)=NO1
(49) c1ccc(-c2cn3c(n2)-c2ccccc2C3)cc1
(50) COP(=O)(OC)c1nc(-c2ccc([N+](=O)[O-])cc2)oc1N1CCCCC1
assay / entry	41	42	43	44	45	46	47	48	49	50
MEKK2 WT-MEK5	101	96	170*	107	97	103	99	99	107	97
SUMO HTRF inh	0	55	-7	6	-7	18	12	14	4	11
pCIP destab	-5	-4	3	-3	2	6	-14	-9	0	-19
NALP1 inh	-6	-13	-38	34	38	22	14	-12	.	0
IDE act	3	-5	4	6	0	0	-4	-1	-8	-2
MEKK2 mut-MEK5	0	-3	29	3	0	2	3	7	31	1
IDE cell inh	2	1	-1	-3	5	0	8	2	4	1
MEKK3 PB1 HTS	99	99	134*	103	96	101	102	105	112	98
PfM18AAP inh	5	1	1	-14	9	0	-5	0	0	2

(51) COC(=O)c1nnn(CC(=O)NC(=O)Nc2cccc(Cl)c2C)c1C(=O)OC
(52) COc1ccccc1N1CCN(C(CNS(C)(=O)=O)c2cccnc2)CC1 (stereo unspecified)
(53) CCN1C(=O)/C(=C\c2ccncc2)SC1=Nc1ccc(C)c(C)c1
(54) CCn1ncc(C2=NOC(C(=O)NCCc3ccccc3)C2)c1C (stereo unspecified)
(55) CCOC(=O)c1oc2ccccc2c1NC(=O)CN1CCN(C)CC1
(56) COc1ccc(-c2nnc(SCc3nc4ccccc4s3)n2C(C)C)cc1
(57) CN(CCOc1ccccc1Cl)Cc1ccccc1
(58) Cc1ccccc1N1CCN(c2ncnc3c2cnn3Cc2ccc(Cl)cc2)CC1
(59) O=C(O)C(C/C(=N/O)c1ccc(Br)cc1)P(=O)(c1ccccc1)c1ccccc1 (stereo unspecified)
(60) COc1ccc(OC)c(C2=NS(=O)(=O)N(C)C(C(=O)NCc3ccco3)=C2)c1
assay / entry	51	52	53	54	55	56	57	58	59	60
MEKK2 WT-MEK5	83	97	101	106	109	98	101	109	96	97
SUMO HTRF inh	-8	-12	5	0	5	21	6	-2	26	13
pCIP destab	-3	0	-30	0	7	-6	-4	8	-10	-2
NALP1 inh	-3	17	23	10	-1	22	24	-4	15	0
IDE act	1	-1	0	4	1	0	5	3	6	2
MEKK2 mut-MEK5	-16	-3	-1	4	3	-3	0	3	-8	-1
IDE cell inh	6	4	4	3	6	5	2	8	1	7
MEKK3 PB1 HTS	84	91	96	100	102	96	99	106	91	96
PfM18AAP inh	-3	11	-4	-7	1	-7	7	3	-14	4
